# IMPase cell inh = cell-permeable inhibitors of inositol monophosphatase (IMPase); CHO-M1 cells, IP1 accumulation, HTRF TR-FRET ratio; inhibition (IP1 accumulation), % at 46.1 µM; 120,000 tested, under 10 active; AID 901; active means well fitted curve in the direction sought with a large enough effect in the signal ratio, not every such curve was filed as active; inconclusive means small, poorly fitted or top-dose-only effect, or a change in a side signal; inactive means no such curve, though single readings can be large or run the other way; the % refers to the signal ratio;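 further: cells stimulated with carbachol in lithium chloride buffer; plate controls were DMSO basal wells for no effect and reference inhibitor wells for full effect; higher means more IMPase inhibition seen as more IP1 and lower FRET ratio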
# Target sequence (P97697 whole entry, looked up): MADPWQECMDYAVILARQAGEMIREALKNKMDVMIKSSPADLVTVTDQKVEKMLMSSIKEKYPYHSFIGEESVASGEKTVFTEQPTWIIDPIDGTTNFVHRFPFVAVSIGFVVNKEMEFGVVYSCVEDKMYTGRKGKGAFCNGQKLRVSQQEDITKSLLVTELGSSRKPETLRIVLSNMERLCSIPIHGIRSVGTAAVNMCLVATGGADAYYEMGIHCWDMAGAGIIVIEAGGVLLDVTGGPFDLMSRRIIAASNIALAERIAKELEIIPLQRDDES
#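 CHO-M1 cells (CHO stably expressing M1 receptor), compound up to 46 uM final, stimulated with carbachol (50 uM as added) in buffer with 50mM LiCl, pH 7.4, 30 min at 37C. Cytosolic IP1 read by TR-FRET; AC50 from Hill fits.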
# PNC inhibitor = inhibitors of perinucleolar compartment assembly; PC3M PTB-GFP, PNC prevalence imaging, 16 h; stronger effect = lower value; activity change (PNC), negative = inhibition, % at 10 µM; 3.1% of 140,000 active; AID 2417;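 active means readout at or below -70, meaning at least 70% loss of cells showing the perinucleolar compartment, a nuclear body marking cancer cells; inconclusive means readout between -30 and a set limit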;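 further: plate controls were DMSO wells for no effect and camptothecin positive control wells for full effect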
#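 Read-out is percentage of cells bearing a perinucleolar compartment, from automated 20x imaging of fixed, Hoechst-stained PC3M PTB-GFP cells. Cells were seeded 4 h, then exposed 16 h to compound (23 nl of library stock) in duplicate plates.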
# ALOX12 inhib = 12-hLO (ALOX12) enzyme inhibition. P18054. purified 12-hLO, xylenol orange hydroperoxide absorbance. Potency, µM (titrated, usually from 57.1 µM), inactives show at the highest dose activity change, negative = inhibition, usual class: inhibitors. 0.12% of 150,000 active. AID 1452; further: potency means the concentration at half of the fitted maximal effect; nearly all actives have a fitted effect of over 55% in size; many of its hits are not listed in these tables
#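 Hydroperoxide output read as Fe(III)-xylenol orange absorbance, 573-to-405 nm ratio, after 30 min reaction with 40 uM arachidonic acid. Enzyme: 150 nM purified human 12hLO, 15 min compound preincubation; 25 mM Hepes pH 7.0, room temperature.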
# 15-hLO-2 inh = 15-hLO-2 (ALOX15B) enzyme inhibition; O15296; purified 15hLO-2, xylenol orange hydroperoxide absorbance; Potency, µM (doses to about 57.1 µM), for inactives: top-dose activity change, negative = inhibition, actives largely listed as inhibitors; 0.56% of 110,000 active; further: potency means the concentration at half of the fitted maximal effect; nearly all actives have a fitted effect of over 60% in size; many of its hits are not listed in these tables
# Target sequence (O15296 whole entry, looked up): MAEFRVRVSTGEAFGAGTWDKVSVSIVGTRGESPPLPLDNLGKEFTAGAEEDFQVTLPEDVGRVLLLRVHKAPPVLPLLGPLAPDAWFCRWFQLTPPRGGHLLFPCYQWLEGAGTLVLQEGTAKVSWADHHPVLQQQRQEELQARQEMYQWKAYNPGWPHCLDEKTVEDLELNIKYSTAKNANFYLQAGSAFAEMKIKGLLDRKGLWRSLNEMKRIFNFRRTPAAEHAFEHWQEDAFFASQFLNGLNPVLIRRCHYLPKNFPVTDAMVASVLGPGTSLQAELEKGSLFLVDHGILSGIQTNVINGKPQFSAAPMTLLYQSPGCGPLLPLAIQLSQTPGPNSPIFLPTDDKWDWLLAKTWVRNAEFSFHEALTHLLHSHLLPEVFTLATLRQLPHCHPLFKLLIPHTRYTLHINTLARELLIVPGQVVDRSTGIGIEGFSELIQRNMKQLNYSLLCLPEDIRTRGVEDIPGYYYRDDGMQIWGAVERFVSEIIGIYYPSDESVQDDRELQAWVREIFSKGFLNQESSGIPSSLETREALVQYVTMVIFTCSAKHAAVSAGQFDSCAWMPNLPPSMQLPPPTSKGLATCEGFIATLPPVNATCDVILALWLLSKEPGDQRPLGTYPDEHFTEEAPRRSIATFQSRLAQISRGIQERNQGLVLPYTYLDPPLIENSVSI
#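 Purified human 15hLO-2 (50 nM) preincubated 15 min with compound, then 45 uM arachidonic acid for 90 min at RT in 25 mM Hepes pH 7.5, 0.01% Triton X-100. Hydroperoxide detected by Fe-xylenol orange; 573/405 nm absorbance ratio.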
# Starred values were filed as active, the others as inactive; ? = inconclusive; . = no result given; [ ] = dose if it differs, or a comment. Unless noted, the call rests on the fitted dose curve; in most records, active means well fitted curve in the direction sought with a large enough effect; inconclusive means small, poorly fitted or top-dose-only effect, or another doubt; inactive means no such curve, though single readings can be large; an effect the other way counts as inactive or inconclusive. Unless noted, on the % scale 0 is the no-effect control and ±100 the full control effect. The list is partial (hit frequency here may not be typical).
1) Cc1[nH]nc(SCC(=O)NCc2ccc(Cl)cc2)c1[N+](=O)[O-]
2) COc1ccc(CNC(=O)/C=C/c2cc([N+](=O)[O-])ccc2OC(F)F)cc1OC
3) CC(C)CN1C(=O)/C(=C/c2ccco2)NC1=S
4) O=C(CSc1ncn[nH]1)Nc1nnc(-c2ccccc2)s1
5) COC(=O)CC1Oc2ccccc2N(Cc2ccccc2)C1=O (centres undefined)
6) CC(=NCc1cccnc1)C1=C(O)c2ccccc2C1=O
7) CC(=O)c1c(N2CCN(C)CC2)nc(=S)n(Cc2ccccc2)c1C
8) CCCCCC1CC(CC#CCN2CCOCC2)C(=O)O1 (centres undefined)

Screen / compound no. | 1 | 2 | 3 | 4 | 5 | 6 | 7 | 8
PNC inhibitor | 97 | ? | ? | 16 | ? | 5 | 100 | ?
IMPase cell inh | . | -2 | . | 7 | 2 | 8 | . | 9
ALOX12 inhib | -3% | -6% | ? | 6% | -2% | -10% | 0% | 0%
15-hLO-2 inh | . | 2% | . | 6% | -8% | -4% | . | .

9) Cn1ccnc1SCC(=O)c1cc2ccccc2o1
10) Cc1nc2cc(N3CCCCC3)c(NC(=O)c3cccnc3)cc2c(=O)n1Cc1ccccc1
11) COC(=O)c1cc(C#N)c(NCc2ccc(Cl)cc2Cl)nc1C
12) FC(F)(F)c1ccccc1-c1ccc2ncnc(NC3CCNCC3)c2c1
13) O=C(/C(C=Nc1ccc(Br)cc1)=C(/O)c1ccco1)C(F)(F)F
14) Cn1cccc1C(=O)N1CCC[C@@]2(CCN(Cc3nccs3)C2)C1
15) COc1ccc(-c2nnn(CCC(=O)O)n2)cc1
16) COC(=O)Cn1c(=NC(=O)c2ccc(OC)c(OC)c2)sc2cc(OC)ccc21

Screen / compound no. | 9 | 10 | 11 | 12 | 13 | 14 | 15 | 16
PNC inhibitor | ? | -11 | 32 | . | -2 | . | -14 | 19
IMPase cell inh | 1 | 1 | -6 | . | 16 | . | -1 | .
ALOX12 inhib | -19% | -5% | -3% | 7% | -7% | -3% | 3% | 0%
15-hLO-2 inh | -23% | 2% | -12% | 60%[activator] | . | 0% | -5% | .

17) O=C(O)CCC1COc2ccccc2O1 (centres undefined)
18) O=S(=O)(c1ccc(OCC(O)CN2CCN(c3ccc(F)cc3)CC2)cc1)N1CCOCC1 (centres undefined)
19) CC(=O)O[C@H]1CC[C@@]2(C)C(=CC[C@@H]3[C@@H]4CC[C@H](c5cc(C(F)(F)F)n(C(C)=O)n5)[C@]4(C)CC[C@@H]32)C1
20) O=C(COC(=O)C1CC2C=CC1C2)NCc1ccco1 (centres undefined)
21) COc1ccc2[nH]c(=O)c(CNc3cccc(C)c3)cc2c1
22) Clc1ccccc1-c1nc2nc3ccccc3nc2n1-c1ccc2c(c1)OCO2
23) Cn1cccc1CC(=O)N/N=C/C=C/c1ccccc1
24) C(=N\n1cnnc1)/c1cccs1

Screen / compound no. | 17 | 18 | 19 | 20 | 21 | 22 | 23 | 24
PNC inhibitor | ? | 13 | . | -14 | 14 | ? | 33 | 24
IMPase cell inh | -1 | -5 | . | -11 | ? | . | . | 3
ALOX12 inhib | 1% | -4% | 5%[11.4 µM] | -1% | -27% | -3% | -1% | 0%
15-hLO-2 inh | 0% | 17% | -6%[11.4 µM] | -25% | 32%[activator] | . | . | -5%

25) S=C(NCCN1CCOCC1)Nc1ccccc1Cl
26) COc1ccc(OC)c(C(C(=O)NCc2ccco2)N(C(=O)Cn2nnc3ccccc32)C(C)C)c1 (centres undefined)
27) O=C(Nc1nc2ccccc2s1)C1CC(=O)N(c2ccccc2)C1 (centres undefined)
28) CCCN(CC1CC1)c1nc(N)c(C#N)c(CC#N)c1C#N
29) Cc1ccc(S(=O)(=O)N2CCOCC2)cc1NC(=O)COC(=O)CNC(=O)c1ccc(Oc2ccccc2)cc1
30) CN(C)C[C@@H](O)c1ccc(Cl)c2ccccc12
31) COC(=O)C1=COC(C)C2CN3CCc4c([nH]c5ccccc45)C3CC12 (centres undefined)
32) O=C(c1ccncc1)N1CCC[C@@]2(CCN(C(c3ccccc3)c3ccccc3)C2)C1

Screen / compound no. | 25 | 26 | 27 | 28 | 29 | 30 | 31 | 32
PNC inhibitor | ? | ? | 5 | 32 | ? | . | -3 | .
IMPase cell inh | . | 9 | -6 | -3 | . | . | 13 | .
ALOX12 inhib | -4% | 1% | -7% | -4% | 1% | -2%[11.4 µM] | -16% | -15%
15-hLO-2 inh | . | 2% | 0% | -1% | . | 3%[11.4 µM] | -2% | 10%

# Arranged by the number under ALOX12 inhib (ascending): some entries from above.
cpd	canonical_smiles	IMPase cell inh	ALOX12 inhib	15-hLO-2 inh
27	O=C(Nc1nc2ccccc2s1)C1CC(=O)N(c2ccccc2)C1 (centres undefined)	-6	-7%	0%
25	S=C(NCCN1CCOCC1)Nc1ccccc1Cl	.	-4%	.
26	COc1ccc(OC)c(C(C(=O)NCc2ccco2)N(C(=O)Cn2nnc3ccccc32)C(C)C)c1 (centres undefined)	9	1%	2%

# Following part:
33) COc1cc(NC(=O)C/C(C)=N/NC(=O)Cc2ccccc2)c(OC)cc1Cl
34) COc1ccc(C2(C)NC(=O)N(Cc3cc(Cl)cc4c3OCOC4)C2=O)cc1OC (centres undefined)
35) CCOC(=O)c1sc2ncn(/N=C/c3ccccn3)c(=O)c2c1C
36) CSCCC(C(=O)O)N1C(=O)c2ccc(C(=O)O)cc2C1=O (centres undefined)
37) COc1cccc(NC(=O)Cc2cccs2)c1
38) O=C(Nc1cccc(NC(=O)C2CC3CCCC(C2)C3=O)n1)C1CC2CCCC(C1)C2=O (centres undefined)
39) Cn1c(C(=O)N2CCN(c3cccc(C(F)(F)F)c3)CC2)cc2sccc21
40) O=C(c1cccs1)c1no[n+]([O-])c1C(=O)c1cccs1

Screen / compound no. | 33 | 34 | 35 | 36 | 37 | 38 | 39 | 40
PNC inhibitor | 9 | 19 | 30 | 20 | -15 | ? | 4 | 12
IMPase cell inh | -6 | -4 | ? | 5 | 3 | -3 | -2 | -6
ALOX12 inhib | 0% | -5% | -4% | -5% | 0% | -1% | -20% | -18%
15-hLO-2 inh | . | -4% | -2% | 3% | 8% | -2% | 21% | -21%

# A run of entries of the results above, as a working copy:
20) O=C(COC(=O)C1CC2C=CC1C2)NCc1ccco1 (centres undefined)
21) COc1ccc2[nH]c(=O)c(CNc3cccc(C)c3)cc2c1
22) Clc1ccccc1-c1nc2nc3ccccc3nc2n1-c1ccc2c(c1)OCO2
23) Cn1cccc1CC(=O)N/N=C/C=C/c1ccccc1
24) C(=N\n1cnnc1)/c1cccs1
25) S=C(NCCN1CCOCC1)Nc1ccccc1Cl
26) COc1ccc(OC)c(C(C(=O)NCc2ccco2)N(C(=O)Cn2nnc3ccccc32)C(C)C)c1 (centres undefined)
27) O=C(Nc1nc2ccccc2s1)C1CC(=O)N(c2ccccc2)C1 (centres undefined)
28) CCCN(CC1CC1)c1nc(N)c(C#N)c(CC#N)c1C#N
29) Cc1ccc(S(=O)(=O)N2CCOCC2)cc1NC(=O)COC(=O)CNC(=O)c1ccc(Oc2ccccc2)cc1

Screen / compound no. | 20 | 21 | 22 | 23 | 24 | 25 | 26 | 27 | 28 | 29
PNC inhibitor | -14 | 14 | ? | 33 | 24 | ? | ? | 5 | 32 | ?
IMPase cell inh | -11 | ? | . | . | 3 | . | 9 | -6 | -3 | .
ALOX12 inhib | -1% | -27% | -3% | -1% | 0% | -4% | 1% | -7% | -4% | 1%
15-hLO-2 inh | -25% | 32%[activator] | . | . | -5% | . | 2% | 0% | -1% | .

30) CN(C)C[C@@H](O)c1ccc(Cl)c2ccccc12
31) COC(=O)C1=COC(C)C2CN3CCc4c([nH]c5ccccc45)C3CC12 (centres undefined)
32) O=C(c1ccncc1)N1CCC[C@@]2(CCN(C(c3ccccc3)c3ccccc3)C2)C1
33) COc1cc(NC(=O)C/C(C)=N/NC(=O)Cc2ccccc2)c(OC)cc1Cl
34) COc1ccc(C2(C)NC(=O)N(Cc3cc(Cl)cc4c3OCOC4)C2=O)cc1OC (centres undefined)
35) CCOC(=O)c1sc2ncn(/N=C/c3ccccn3)c(=O)c2c1C
36) CSCCC(C(=O)O)N1C(=O)c2ccc(C(=O)O)cc2C1=O (centres undefined)
37) COc1cccc(NC(=O)Cc2cccs2)c1

Screen / compound no. | 30 | 31 | 32 | 33 | 34 | 35 | 36 | 37
PNC inhibitor | . | -3 | . | 9 | 19 | 30 | 20 | -15
IMPase cell inh | . | 13 | . | -6 | -4 | ? | 5 | 3
ALOX12 inhib | -2%[11.4 µM] | -16% | -15% | 0% | -5% | -4% | -5% | 0%
15-hLO-2 inh | 3%[11.4 µM] | -2% | 10% | . | -4% | -2% | 3% | 8%

# Going on with the list.
41) Cc1cccc(C2Nc3ccccc3C(=O)N2c2ccccc2)n1 (centres undefined)
42) COC(=O)c1ccc(CN(Cc2ccc(C(=O)OC)o2)C(C)(C)C)o1
43) COc1coc(C(O)C[N+](=O)[O-])cc1=O (centres undefined)
44) COc1ccc(NC(=O)C2CCN(S(=O)(=O)c3cccnc3)CC2)cc1Cl
45) COc1ccc(O[C@H]2C=C[C@@H](c3ccccc3)O[C@@H]2CO/N=C(\C)CCC(=O)OC[C@H]2O[C@H](c3ccccc3)C=C[C@@H]2Oc2ccc(OC)cc2)cc1
46) O=C(OC1CCc2ccccc2C1=O)c1ccccc1O (centres undefined)
47) O=c1[nH]nc(Cc2ccc(-c3ccccc3Cl)o2)c2ccccc12
48) Cc1cc(C)n2nc(-c3sccc3-n3cccc3)cc2n1

Screen / compound no. | 41 | 42 | 43 | 44 | 45 | 46 | 47 | 48
PNC inhibitor | 51 | 42 | 52 | 58 | 50 | ? | 26 | 3
IMPase cell inh | 8 | -2 | . | . | . | 3 | 7[1.84 µM] | -1
ALOX12 inhib | 6% | 0% | 2% | 0% | -5% | 0% | 2% | -1%
15-hLO-2 inh | -1% | 11% | . | . | . | -20% | 5%[11.4 µM] | 2%

49) NS(=O)(=O)c1ccc(NC(=O)C(Sc2ccccc2)c2ccccc2)cc1 (centres undefined)
50) COc1ccc(OC)c(NC(=O)C2CC(=O)N(c3ccc(Br)cc3)C2)c1 (centres undefined)
51) Cc1cc(C)c2[nH]c(=O)c(C(c3nnnn3Cc3ccc4c(c3)OCO4)N3CCCC3)cc2c1 (centres undefined)
52) CCn1c(COc2ccccc2C(N)=O)nc2ccccc21

Screen / compound no. | 49 | 50 | 51 | 52
PNC inhibitor | 6 | -8 | 15 | -28
IMPase cell inh | -6 | -2 | 6 | 9
ALOX12 inhib | -3% | -3% | -18% | -1%
15-hLO-2 inh | . | -1% | -1% | .

# Bioassay records as filed in PubChem BioAssay.
